# USP2a inh: blocks human ubiquitin-specific protease USP2a. hit rate 0.01% among 330,000. O75604. USP2 core, Ub-CHOP2 coupled fluorogenic reporter, 485/531. Potency, µM (top dose mostly 38.3 µM), inactives show at the highest dose activity change, negative = inhibition, hits mostly inhibitors;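 note: potency is the fitted concentration of half-maximal effect; plate controls were DMSO wells for no effect and full inhibition by NEM control for full effect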
# Target sequence (O75604 whole entry, looked up): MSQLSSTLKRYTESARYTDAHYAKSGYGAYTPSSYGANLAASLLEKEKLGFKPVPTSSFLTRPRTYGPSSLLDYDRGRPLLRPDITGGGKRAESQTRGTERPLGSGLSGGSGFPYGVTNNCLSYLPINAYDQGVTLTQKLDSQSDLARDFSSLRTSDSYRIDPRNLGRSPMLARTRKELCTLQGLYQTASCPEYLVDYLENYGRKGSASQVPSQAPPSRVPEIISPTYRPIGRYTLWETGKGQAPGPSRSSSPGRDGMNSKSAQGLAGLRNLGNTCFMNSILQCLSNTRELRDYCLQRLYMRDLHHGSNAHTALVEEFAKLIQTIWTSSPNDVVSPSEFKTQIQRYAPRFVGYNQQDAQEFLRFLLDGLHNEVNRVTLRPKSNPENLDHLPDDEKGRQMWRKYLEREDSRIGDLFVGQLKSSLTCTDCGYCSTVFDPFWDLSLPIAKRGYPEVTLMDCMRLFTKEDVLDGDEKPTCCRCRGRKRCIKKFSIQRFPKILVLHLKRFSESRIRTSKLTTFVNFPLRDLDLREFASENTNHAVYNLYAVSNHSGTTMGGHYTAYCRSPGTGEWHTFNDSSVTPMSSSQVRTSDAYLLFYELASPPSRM
#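 Deubiquitinase activity read as fluorescence (485/531 nm) after Ub-CHOP2 cleavage activates the enterokinase reporter on its substrate; USP2 core 10nM, Ub-CHOP2 and substrate 25nM each, 30min compound preincubation then 60min RT; data normalized to NEM, curves fitted.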
# S-ASM inh: blocks human secretory acid sphingomyelinase; P17405; placental ASM, HMU-PC fluorogenic substrate, 60 min; Potency, µM (top dose mostly 57.5 µM), without a hit: at the top dose activity change, negative = inhibition, actives largely listed as inhibitors; hit rate 0.006% among 340,000; AID 504937; note: potency is the fitted concentration of half-maximal effect
#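 HMU-PC0 cleavage (9 uM final) by human placental ASM, 60 min at 37 °C following 10 min compound exposure at RT; stopped at pH 10, fluorescence Ex 386/Em 447 nm.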
# ELG1 genotox: genotoxicity induction in ELG1-luciferase HEK293T cells | Potency, µM (highest dose often 46 µM), for inactives: at the top dose activity change, positive = activation, usual class: activators | AID 504466 | hit rate 1.3% among 330,000 | HEK293T ELG1-luciferase reporter, luminescence, 16 h; note: potency is the fitted concentration of half-maximal effect; % of control where 0% means no effect; nearly all actives have a fitted effect of over 60% in size
#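 HEK293T cells expressing luciferase-tagged ELG1 were exposed to compound or DMSO vehicle for 16 hr at 37 °C and 5% CO2. Luciferase activity was then measured with ONE-Glo after 30 min at room temperature.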
# TRPV1 ag: human TRPV1 agonism; Q8NER1; TRPV1-expressing cells, Fluo-8 calcium influx, agonist mode; activation, % at 8.33 µM; hit rate 0.19% among 320,000; in the data active = activation above about 80%; inconclusive = between about 30% and that limit; note: 0% is about no effect
#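 TRPV1-expressing cells were cultured overnight at 35.5C and loaded with Fluo-8 calcium dye for 40 to 90 min at room temperature. After a 10 s baseline, compound was added and calcium influx was read kinetically for 3 min (ex 480/em 520 nm).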
# p53 reactivation: restores transcriptional activity of mutant p53; Potency, µM (highest dose often 92.2 µM), inactives show top-dose activity change, positive = activation, most hits filed as activators; AID 504706; H1299 p53-A138V BP100-luciferase reporter, luminescence, 24 h; hit rate 0.063% among 320,000; note: potency is the fitted concentration of half-maximal effect; % of control where 0% means no effect; nearly all actives have a fitted effect of over 45% in size
#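 p53-null H1299 cells stably carrying temperature-sensitive p53-A138V and a BP100-luciferase reporter were pinned with compounds (4-point, 1:5 series) and held 24 hrs at 37 deg C. Luminescence was read 10 min after detection reagent.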
# PTAP TSG101 blk: blocks PTAP/TSG101 interaction to inhibit HIV-1 budding; Q99816; Fluorescence polarization, FITC-PTAP peptide / Tsg101 binding; Potency, µM (series often up to 115 µM), without a hit: at the top dose activity change, negative = inhibition, usual class: inhibitors; 340,000 tested, under 10 active; active = well fitted inhibition curve with a large enough effect in the main read-out, with a control signal flat, not every such curve was filed as active; inconclusive = small, poorly fitted or top-dose-only effect, or effect the other way, or a change in a side signal; inactive = no such curve, though single readings can be large or run the other way; note: potency is the fitted concentration of half-maximal effect; % of control where 0% means no effect
# Target sequence (Q99816 whole entry, looked up): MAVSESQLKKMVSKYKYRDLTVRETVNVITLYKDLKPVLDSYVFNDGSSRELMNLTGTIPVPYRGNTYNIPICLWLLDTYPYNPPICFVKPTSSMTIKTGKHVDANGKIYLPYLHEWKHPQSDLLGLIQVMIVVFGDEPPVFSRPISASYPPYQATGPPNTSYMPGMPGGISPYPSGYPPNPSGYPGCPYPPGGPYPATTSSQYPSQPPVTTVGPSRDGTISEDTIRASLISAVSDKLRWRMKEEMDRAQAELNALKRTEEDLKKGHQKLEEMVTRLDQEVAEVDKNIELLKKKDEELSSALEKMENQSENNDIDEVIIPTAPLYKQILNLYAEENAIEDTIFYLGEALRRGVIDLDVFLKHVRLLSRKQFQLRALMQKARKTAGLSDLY
#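 Compounds were pin-transferred onto Tsg101 binding domain (10 uM final) in HEPES pH 7.5 buffer, then FITC-PTAP peptide was added at 50 nM final. After 20 min at RT, polarization reported peptide displacement across a qHTS concentration series.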
# Eya2 phos inh: blocks the phosphatase activity of human Eya2 | O00167 | recombinant Eya2, OMFP fluorescence dephosphorylation (OMFP is methylfluorescein phosphate) | Potency, µM (series often up to 76.9 µM), without a hit: top-dose activity, negative = inhibition, hits mostly inhibitors | hit rate 0.006% among 330,000; note: potency is the fitted concentration of half-maximal effect; % is set by controls: 0 for no effect and ±100 for the full control effect
#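 Eya2 protein (added as 0.2 uM solution) was preincubated with compound for 10 min at ambient temperature in 50 mM HEPES pH 7.5, 50 mM NaCl, 5 uM MgCl2, 0.05% BSA, 1 mM DTT. OMFP (added at 50 uM) then reacted 10 min; fluorescence read at 485/525 nm.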
# BRCA1 expr up: activators of BRCA1 expression | AID 624202 | MCF7-BRCA1-FFLuc reporter, luminescence, 48 h; response scale: scaled: vehicle 0%, 10 µM genistein 100% | hit rate 1.1% among 380,000 | Potency, µM (highest dose often 46.1 µM), inactives show top-dose activation, usual class: activators; note: potency is the fitted concentration of half-maximal effect; nearly all actives have a fitted effect of over 80% in size; some results filed as inactive show a strong effect at the top dose
#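 Reporter cells (MCF7, BRCA1 promoter-firefly luciferase) received library compounds across a concentration series for 48 h. End-point luminescence was measured and concentration-effect curves derived after normalization.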
# uPA generation: cell surface uPA generation inhibition. cell surface uPA generation assay, qHTS. Potency, µM (top dose mostly 38.3 µM), for the others: at the highest dose activity change, negative = inhibition, actives largely listed as inhibitors. hit rate 0.31% among 330,000. AID 540303; active = well fitted inhibition curve with a large enough effect; inconclusive = small, poorly fitted or top-dose-only effect; inactive = no such curve, though single readings can be large or run the other way; tested in mouse RAW 264.7 cells; note: potency is the fitted concentration of half-maximal effect; % is set by controls: 0 for no effect and ±100 for the full control effect; nearly all actives have a fitted effect of over 55% in size
# a7 integrin act: integrin-mediated muscular dystrophy alleviation activation. hit rate 0.064% among 350,000. AID 624291. Potency, µM (highest dose often 38.3 µM), for the others: at the highest dose activation, actives largely listed as activators. alpha7betagal myoblasts, beta-gal FDG fluorescence, 48 h;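 note: potency is the fitted concentration of half-maximal effect; 100% = response of the positive control SU9516; nearly all actives have a fitted effect of over 60% in size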
#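 alpha7betagal+/- myoblasts (passage 13, 250/well) treated 48 h at 37C with compounds at 1:260 dilution of DMSO stock. Lysed, then beta-galactosidase activity read as FDG fluorescence (ex 480/em 540) after 30 min, with pre-read for autofluorescence.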
# B2AR arrestin: agonists driving beta-arrestin recruitment to human beta2-adrenergic receptor | P07550 | Potency, µM (top dose mostly 46.1 µM), inactives show at the highest dose activation, usual class: activators | beta-arrestin recruitment to beta2AR, cell-based reporter | hit rate 0.02% among 330,000;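 note: potency is the fitted concentration of half-maximal effect; 0% = DMSO controls and full agonism = EC100 isoproterenol or metaproterenol; nearly all actives have a fitted effect of over 65% in size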
# Starred values were filed as active, the others as inactive; ? = inconclusive; nt = no result given; & = joins results of further samples; [ ] = another dose, or the depositor's remark. Unless noted, calls come from the whole dose curve; as a rule, active = well fitted curve in the direction sought with a large enough effect; inconclusive = small, poorly fitted or top-dose-only effect, or another doubt; inactive = no such curve, though single readings can be large; an effect the other way counts as inactive or inconclusive. Outcome played no part in choosing rows. About 2.6% of those tested had a hit in this group.
canonical_smiles	USP2a inh	Eya2 phos inh	uPA generation	B2AR arrestin	TRPV1 ag	p53 reactivation	a7 integrin act	S-ASM inh	ELG1 genotox	BRCA1 expr up	PTAP TSG101 blk
Cc1ccc(S(=O)(=O)Nc2cccc(C(=O)NCC(c3ccc(F)cc3)N3CCOCC3)c2)cc1 (configuration not stated)	2%	5%	3%	-0.4%	nt	1%	-9%	1%	-2%	-7%	-4%
NC(=O)CSc1oc(-c2ccc(F)cc2)nc1S(=O)(=O)c1ccccc1	1%	-7%	-3%	-0.3%	1	-4%	21%	0%	-7%	0%	1%
CCn1c(SCc2nc3ccccc3c(=O)[nH]2)nnc1C(C)NC(=O)c1ccccc1F (configuration not stated)	11%	-4%	2%	-0.4%	-2	-1%	26%	6%	-1%	5%	4%
Cc1onc(-c2ccccc2Cl)c1C(=O)Nc1sc2c(c1C(N)=O)CCC(C)C2 (configuration not stated)	4%	0%	-2%	0.0%	16	-9%	-32%	-13%	-9%	-35%	-6%
N#CC(=C=[N-])c1nc2ccccc2nc1-[n+]1ccccc1	0%&3%	5%&2%	-3%&4%	0.0%&-0.1%	-1	1%&0%	0%&-20%	2%&-4%	-4%&1%	16%&-5%	-8%&-7%
OC(CSc1c(Cl)cccc1Cl)CN1CCN(c2ccccc2F)CC1 (configuration not stated)	3%	-22%	nt	0.0%	-9	-9%	-26%	-1%	-3%	-21%	-5%
CC(C)CCn1c(CN2CCN(Cc3ccccc3)CC2)nc2c1c(=O)[nH]c(=O)n2C	3%	3%	nt	-0.4%	2	2%	-17%	-1%	6%	-22%	-3%
CC(C)(C)NC(=O)C(OC(=O)c1cccs1)c1ccc(C#N)cc1 (configuration not stated)	2%	5%	1%	0.1%	-1	0%	-21%	5%	-2%	2%	4%
Cc1ccc(C)c(S(=O)(=O)N(C)C2CCS(=O)(=O)C2)c1 (configuration not stated)	1%	11%	-2%	-0.8%	0	9%	16%	3%	1%	-9%	0%
CCn1nc(C)c(/C=N/NC(=O)Cn2nnnc2N)c1C	-1%	-13%	-2%	0.2%	-2	-1%	14%	-4%	3%	-7%	-2%
CCCCN(CC)C(=O)c1cc2cc3ccc(OC)cc3nc2o1	1%	-5%	-8%	-0.3%	11	?	19%	126%[activator]	4%	?	-6%
CC(C)C1S/C(=N/N=C/c2ccco2)NC1=O (configuration not stated)	1%	9%	2%	-0.3%	-3	4%	-16%	1%	-1%	-1%	-2%
O=C(Nc1ccc2nc(-c3ccco3)c(-c3ccco3)nc2c1)NC1CC1	1%	3%	-3%	-0.3%	0	11%	29%	458%[activator]	0%	77%	-12%
COc1cc(OC)c(C(=O)N(CCc2ccccc2)Cc2ccccc2)cc1OC	0%	-5%	6%	2.9%	6	-17%	-12%	-3%	-6%	-40%	-6%
NS(=O)(=O)c1ccc(CNC(=S)NC2CCCCC2)cc1	2%	8%	-7%	-0.3%	-3	-1%	6%	-3%	-1%	9%	0%
CC(C)c1ccc(N(C(=O)c2csnn2)C(C(=O)NC(C)(C)C)c2cccnc2)cc1 (configuration not stated)	1%	0%	7%	-0.1%	1	-8%	-14%	4%	-2%	2%	-2%
Clc1ccc(C=Cc2ccccn2)cc1	nt	nt	-7%	nt	nt	nt	?	-2%	nt	?	-4%
O=C(COc1ccc(Cl)cc1)N1CCN(S(=O)(=O)c2ccc(Cl)cc2)CC1	-6%	6%	nt	-0.3%	?	-5%	0%	-2%	-1%	-46%	-8%
O=C(Nc1ccccc1)c1ccc2c(c1)CCN2S(=O)(=O)c1ccccc1	1%	-2%	3%	0.5%	?	-7%	0%	-14%	-6%	-24%	1%
Cc1cc(/C=c2\sc3nc4ccccc4n3c2=O)c(C)n1-c1ccc(C(=O)O)cc1	0%	?	-2%	0.2%	2	1%	8%	223%[activator]	5%	45%	-2%
Cc1ccc(CN2C(=O)CCC2C(=O)NCc2ccccc2Cl)cc1 (configuration not stated)	2%	9%	15%	-0.7%	11	-3%	-19%	8%	-7%	-5%	1%
O=[N+]([O-])c1ccc2nc(-c3ccccc3)n(OCc3ccc(Cl)cc3)c2c1	-3%	5%	3%	0.0%	18	20%	-5%	-13%	0%	46%	-1%
COc1ccc([N+](=O)[O-])cc1NC(=O)Nc1cccc(Cl)c1	2%	3%	-6%	3.0%	-5	-12%	-12%	-6%	-4%	-55%	-1%
Cc1ccsc1C(=O)N1CCCC(C(=O)c2cc(F)ccc2F)C1 (configuration not stated)	2%	-8%	-10%	-0.3%	13	0%	10%	5%	-5%	-9%	-4%
Cc1nc2cccc(C(=O)NCc3ccccc3)c2o1	-3%	0%	2%	0.3%	0	18%	-26%	-2%	-1%	0%	-2%
COc1cccc(/C=N/NC(=O)c2[nH]c(C)c(C(=O)N/N=C/c3cccc(OC)c3O)c2C)c1O	-23%	-10%	-6%	0.4%	-2	20%	-14%	-2%	8%	-83%	5%
Cc1noc(C)c1S(=O)(=O)N(Cc1ccccc1)C(C)C	0%	-2%	-2%	0.3%	1	0%	4%	-3%	-3%	-11%	1%
N#Cc1cccc(S(=O)(=O)NCC(=O)OCC(=O)NCc2ccccc2)c1	0%	23%	5%	0.3%	-1	4%	-31%	3%	-2%	-10%	-3%
O=C(c1cn(-c2ccccc2)nc1-c1cccs1)N1CCN(c2ccccn2)CC1	-2%	-7%	-10%	0.1%	9	-9%	-19%	-7%	-18%	15%	-14%
CSc1ccc(CN2CCN(C(=O)CC(C)C)CC2)cc1	1%	-1%	2%	-0.4%	9	nt	17%	2%	-4%	-2%	1%
CN(C)CCn1c(=O)n(-c2ccc(F)cc2)c(=O)c2c3c(sc21)CCCCC3	1%	-4%	-3%	-0.7%	nt	-6%	-5%	2%	-4%	7%	-2%
Cc1sc2ncnc(OCC(=O)N3CC(=O)Nc4ccccc43)c2c1C	-5%	-2%	-2%	-0.1%	-2	1%	-22%	0%	0%	-3%	-3%
O=C(N/N=C\c1ccccn1)c1cccc(C(=O)N/N=C\c2ccccn2)n1	nt	nt	0%	nt	nt	nt	25%	7%	nt	-29%	-7%
O=C(NCC1CCCN1S(=O)(=O)c1cccs1)c1cccc(F)c1 (configuration not stated)	3%	4%	-6%	0.2%	-1	-11%	22%	0%	-3%	-28%	-7%
CN1/C(=C\C(=O)c2cccc([N+](=O)[O-])c2)Sc2ccccc21	0%	-5%	1%	-0.9%	0	-6%	-6%	-3%	9.2µM*	2.2µM*	-2%
O=C(Cc1cccc(NC(=O)C2CCN(C(=O)C3CCCC3)CC2)c1)Nc1cccc(C(=O)N2CCOCC2)c1	nt	nt	19%	nt	nt	nt	12%	2%	nt	12%	-2%
CCOc1cc(NC(=O)c2ccco2)c(OCC)cc1NC(=O)c1cc(OC)c(OC)c(OC)c1	-1%	-7%	1%	0.3%	-2	-5%	-29%	190%	13%	-35%	-3%
COc1ccc(N2CCN(c3nc(=S)n(-c4ccccc4)c(C)c3C(C)=O)CC2)cc1	3%	-12%	2%	-0.1%	7	-6%	?	1%	3%	-4%	-1%
CC(=O)Nc1ccc(S(=O)(=O)NCCC(=O)Nc2ccc(C)c(F)c2)cc1	1%	-5%	-1%	0.3%	1	-3%	?	-2%	0%	-17%	-6%
Nn1c(CSc2ccccn2)nc2ccccc2c1=O	4%	7%	-2%	0.1%	1	?	-7%	-3%	?	10µM*	-5%
CN1CCN(CC(=O)Nc2sc3c(c2C(=O)Nc2ccccc2)CCCC3)CC1	-3%	8%	-29%	-0.4%	2	11%	-55%[inhibitor]	0%	1%	11%	2%
C/C(=N\NC(=O)CNc1cccc(Cl)c1C)C1CC1	3%	-17%	-1%	0.2%	10	-1%	28%	2%	0%	-15%	-3%
Cc1cc(C)cc(OCC(=O)NCc2cc(C)nc3ccccc23)c1	14%	-15%	14%	-0.5%	0	-4%	?	-1%	-5%	-40%	-5%
COc1ccc(CCNC(=O)Cn2c(=O)n(Cc3ccco3)c(=O)c3ccc(Cl)cc32)cc1OC	0%	2%	3%	0.4%	4	-11%	-5%	-1%	-5%	-20%	-4%
COc1ccc(-c2c(=O)n(OCc3ccccn3)c3ccccc3[n+]2[O-])cc1OC	1%	3%	2%	-0.4%	3	5%	23%	0%	-5%	-24%	-3%
O=C(CN1CCC(C(=O)c2cccc(Cl)c2)CC1)Nc1cccc(C(=O)O)c1	3%	-7%	-2%	-0.2%	-2	-2%	-22%	-2%	2%	-12%	-2%

# Source: PubChem
